# Screening data: PubChem, Southern Research Specialized Biocontainment Screening Center
# M. tuberculosis HTS – M. tuberculosis growth inhibition, HTS (AID 449762). 330,000 tested, 0.59% active. M. tuberculosis H37Rv growth inhibition, 7H9 media; higher % means a stronger effect. one-dose inhibition, % at 25 µM; IC50 in µM for titrated hits; in the data active = a potency from the dose series; inconclusive = inhibition above about 70% without an active follow-up result;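 note: bacterial growth assessed after seven days of incubation; strong numbers were not always called active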
# PhoP GFP inhibition – Inhibition of PhoP regulon, Salmonella typhi GFP reporter cells, confirmation, 4 h (AID 1850). 310,000 tested, 0.33% active. inhibition, % at 50 µM; hits with a dose series show IC50 in µM. Salmonella Typhi PhoP-promoter GFP reporter, fluorescence, 4 h; higher % means a stronger effect; in the data active = a potency from the dose series; inconclusive = inhibition mostly from about 25% at the one dose, without a potency; inactive = the rest, 99 in 100 with inhibition below about 19%;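 note: 0% = induced wells with vehicle and 100% = uninduced wells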
# H1N1 NS1A inhibition – NS1A inhibition, H1N1 influenza, cell based functional assay (AID 504329); NS1A functional cell-based assay, percent inhibition; higher % means a stronger effect; inhibition, % at 12.5 µM; hits with a dose series show IC50 in µM; 340,000 tested, 0.3% active; in the data active = a potency from the dose series; inconclusive = inhibition above about 27% without an active follow-up result; note: strong numbers were not always called active
# M. tuberculosis – growth inhibition of non-replicating M. tuberculosis (AID 488890). 320,000 tested, 0.39% active. inhibition, % at 25 µM, or IC50 in µM where a hit was titrated. Mycobacterium tuberculosis non-replicating, growth inhibition; higher % means a stronger effect; in the data active = a potency from the dose series; inconclusive = inhibition mostly from about 82% at the one dose, without a potency; inactive = the rest, 99 in 100 with inhibition below about 76%;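 note: plate controls were DMSO cells for no effect and high antibiotic wells for full effect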
# VEEV TC-83 Vero – inhibitors of VEEV TC-83 cytopathic effect, confirmation, Vero cells (AID 588727). Vero cells, VEEV TC-83 cytopathic effect inhibition; higher % means a stronger effect. one-dose inhibition, % at 20 µM; IC50 in µM for titrated hits. 350,000 tested, 0.13% active; in the data active = a potency from the dose series; inconclusive = inhibition mostly from about 14% at the one dose, without a potency; inactive = the rest, 99 in 100 with inhibition below about 12%; note: strong numbers were not always called active
# VEEV TC-83 Vero 10K pilot screen – also measured in VEEV TC-83 Vero; calls as there; inhibition, %; measured here: 10K pilot screen inhibition
# * marks the source's active call; other numbers are inactive results; i = inactive; ? = inconclusive; · = no result given.
SMILES,M. tuberculosis HTS,PhoP GFP inhibition,H1N1 NS1A inhibition,M. tuberculosis,VEEV TC-83 Vero,others
Cc1ccc(C(=O)CCC(=O)Nc2cccnc2)cc1C,13%,-4%,1%,17%,0.6%,
CC1=C(C(=O)OCCOC(C)C)C(c2cccc3ccccc23)NC(=O)N1 (stereo unspecified),-3%,6%,-21%,14%,0.5%,
Cc1cc(C)c2nc(SCC(=O)NC(=O)c3cccn3C)cc(C)c2c1,-1%,-2%,-3%,14%,2.4%,
O=C(N=Nc1c(O)[nH]c2ccccc12)c1ccccc1NS(=O)(=O)c1cccs1,-4%,-8%,2%,0%,3.0%,
COc1cccc(/C(C)=N/Nc2ncc(Cl)cc2Cl)c1,2%,-3%,9%,58%,1.9%,
Cc1cc(N2CCCCC2)nc2c(C)cccc12,-2%,-6%,-22%,-6%,0.2%,
CC1CCCCN1C(=O)CCNC(=O)Cn1cnc2ccccc2c1=O (stereo unspecified),-3%,-2%,-2%,-30%,i,
Cc1cccc(C(=O)Nc2ccc(N3CCN(S(C)(=O)=O)CC3)cc2)c1,3%,-2%,4%,2%,1.1%,
COc1cc(OC)c(C(=O)Nc2ccc3ccccc3c2)cc1OC,4%,-6%,-3%,28%,0.5%,
CC(=O)c1cc(-c2ccccc2)n(CC(=O)Nc2cccc(C)c2C)c1C,1%,-13%,-14%,1%,0.1%,
O=C(Nc1ccc(S(=O)(=O)NCCc2ccccc2)cc1)c1ccncc1,4%,-6%,-11%,5%,4.9%,
O=C1NC(=S)N(c2ccccc2F)C(=O)/C1=C\c1cccs1,-3%,-3%,-2%,-9%,?,
Cc1ccc(N2CC(C(=O)Nc3cccnc3)CC2=O)cc1 (stereo unspecified),5%,10%,-9%,1%,0.6%,
CCOc1ccc(N(C(=O)Nc2ccccc2)C2=NCCC2)cc1,?,-6%,-5%,56%,i,
CN1C(=O)CC(C(=O)O)SC1=Nc1cccc(C(F)(F)F)c1 (stereo unspecified),-5%,1%,-3%,-13%,0.5%,
c1ccc(-c2nc3ccccc3nc2N2CCOCC2)cc1,-3%,1%,-2%,5%,5.7%,
CN(C)S(=O)(=O)c1cccc(NC(=O)c2cc(-c3cccs3)nc3ccccc23)c1,-1%,10%,3%,-5%,8.2%,
O=C(Nc1ccccn1)c1ccco1,-6%,-5%,2%,·,0.4%,
CCN(CC(=O)Nc1ccc(NC(C)=O)cc1)C(=O)c1cccc(Oc2ccccc2)c1,5%,-7%,-8%,4%,8.9%,
CC(C)(C)OC(=O)N1CCCC(C(=O)Nc2ccc(C(=O)N3CCOCC3)cc2)C1 (stereo unspecified),7%,·,6%,10%,0.1%,

# The list goes on (7 carried over from the part before).
SMILES,M. tuberculosis HTS,PhoP GFP inhibition,H1N1 NS1A inhibition,M. tuberculosis,VEEV TC-83 Vero,others
CCOc1ccc(N(C(=O)Nc2ccccc2)C2=NCCC2)cc1,?,-6%,-5%,56%,i,
CN1C(=O)CC(C(=O)O)SC1=Nc1cccc(C(F)(F)F)c1 (stereo unspecified),-5%,1%,-3%,-13%,0.5%,
c1ccc(-c2nc3ccccc3nc2N2CCOCC2)cc1,-3%,1%,-2%,5%,5.7%,
CN(C)S(=O)(=O)c1cccc(NC(=O)c2cc(-c3cccs3)nc3ccccc23)c1,-1%,10%,3%,-5%,8.2%,
O=C(Nc1ccccn1)c1ccco1,-6%,-5%,2%,·,0.4%,
CCN(CC(=O)Nc1ccc(NC(C)=O)cc1)C(=O)c1cccc(Oc2ccccc2)c1,5%,-7%,-8%,4%,8.9%,
CC(C)(C)OC(=O)N1CCCC(C(=O)Nc2ccc(C(=O)N3CCOCC3)cc2)C1 (stereo unspecified),7%,·,6%,10%,0.1%,
Cc1cc(NC(=O)c2cc3n(n2)C(C(F)(F)F)CC(c2ccco2)N3)n(-c2ccccc2)n1 (stereo unspecified),7%,-10%,-11%,-6%,7.2%,
Cc1ccc(C(=O)COC(=O)CN2C(=O)C3CC=CCC3C2=O)cc1[N+](=O)[O-] (stereo unspecified),5%,-3%,11%,36%,i,
CCOc1cc(/C=N/NC(=S)Nc2ccccc2C(F)(F)F)ccc1OCC(=O)N1CCOCC1,-2%,-3%,6%,-40%,12%,
COc1ccccc1NC(=O)/C(C#N)=C/c1c(C)nn(-c2ccc(F)cc2)c1Cl,12%,-7%,9%,1%,0.2%,
CCn1c(SCC(=O)N2CCCc3ccccc32)nnc1-c1cccs1,2%,7%,23%,27%,i,
COC(=O)c1cc(S(=O)(=O)Nc2cccc(OC)c2)cn1C,-4%,-15%,3%,8%,i,
O=C(Cn1c(=O)cnc2ccccc21)Nc1cc(Cl)ccc1N1CCOCC1,-2%,·,10%,37%,2.8%,
COc1ccc(NC(=O)C2CC(=O)N(c3ccccc3Cl)C2)c(OC)c1 (stereo unspecified),-3%,8%,1%,-4%,i,
Fc1ccc2cnc(-c3ccccc3)c(-c3ccc(C(F)(F)F)cc3)c2c1,39%,·,-5%,45%,5.2%,
CC1CCN(C(=O)c2ccc(NS(=O)(=O)c3ccc4[nH]c(=O)[nH]c4c3)cc2)CC1,-5%,-4%,-1%,13%,3.5%,
CC1=C(CO)C(=O)OC([C@@H](C)C2CC[C@H]3C4C[C@H]5O[C@]56[C@@H](O)C=CC(=O)[C@]6(C)C4CC[C@]23C)C1 (stereo partly specified),-7%,-4%,-6%,?,i,
COc1cccc(NC(=O)CSc2nnc(-c3cc(C)[nH]n3)n2N)c1,8%,2%,2%,14%,i,
O=C(Nc1ccc(Cl)cn1)c1cccc(OCc2ccccc2)c1,15%,-3%,-5%,74%,i,
CC(=O)C1(C)C(=O)N(c2ccc(C)cc2)C(=O)N1c1ccc(C)cc1 (stereo unspecified),·,·,-24%,·,2.9%,
CC(C)(C)NC(=O)C(c1ccc(F)cc1)N(CCc1ccccc1)C(=O)c1ccn[nH]1 (stereo unspecified),-3%,10%,2%,6%,5.3%,
Clc1cc(Cl)c2nc(N3CCCCC3)sc2c1,?,-11%,2%,24%,3.0%,
COc1cc(C(=O)O[C@H]2CC(C)=CC[C@@]3(C)CC[C@@](O)(C(C)C)[C@H]23)ccc1O,-1%,-3%,-2%,-1%,1.5%,
CN(C)c1cccc(C(=O)Nc2cccc(S(=O)(=O)NC3=NCCC3)c2)c1,-10%,4%,-2%,-4%,10%,
O=S(=O)(c1cc(F)ccc1F)N1CCN(c2ncnc3ccccc23)CC1,-3%,·,-8%,15%,6.3%,
COc1ccc(OC)c2sc(NC(=O)c3ccc(S(=O)(=O)N4CCOCC4)cc3)nc12,3%,12%,-4%,25%,0.1%,
Cc1nn(CC(=O)NCCCN2CCC(Cc3ccccc3)CC2)c(=O)c2cc(-c3ccccc3)nn12,?,8%,-1%,?,5.9%,
COc1ccc(C(=O)C[n+]2ccc(-c3nnc4n3CCCCC4)cc2)cc1,-13%,-13%,2%,48%,i,
COC(=O)C/C(O)=C(/N=Nc1cccc(C(F)(F)F)c1)C(=O)OC,-1%,1%,2%,-14%,0.1%,
COc1ccc(NC(=O)C(=O)NNC(=O)C(C)Oc2ccc(Cl)cc2Cl)cc1 (stereo unspecified),?,2%,-8%,1.5µM*,1.4%,
Cc1c(NC(=O)CC(=O)Nc2c(C)n(C)n(-c3ccccc3)c2=O)c(=O)n(-c2ccccc2)n1C,-4%,4%,-7%,-4%,0.6%,
COc1ccc(-c2coc3cc(OC(C)=O)ccc3c2=S)cc1,·,·,12%,·,1.3%,
Cc1cc(O)cc(O)c1C=NCc1ccco1,-2%,-4%,3%,12%,1.5%,
CCOC(=O)c1c(C)n(C)c2cc(Br)c(O)c(O)c12,9%,-3%,-24%,10%,7.2%,
Clc1cccc(Cl)c1CSc1nnc(-c2sccc2-n2cccc2)o1,3%,1%,1%,7%,4.9%,
Cc1nn(-c2ccccc2)c(C)c1C(=O)NCc1ccc(S(N)(=O)=O)cc1,1%,8%,7%,-13%,0.8%,
O=C(NC1(C(F)(F)F)Oc2ccccc2O1)N1CCC2(CC1)OCCO2,2%,-3%,-2%,15%,i,
Cc1nc2c(C)cccn2c1C(=O)c1ccccc1,-6%,-4%,-2%,·,7.2%,
Cc1ccc(OCC(=O)c2cc(C)c(C)cc2C)c([N+](=O)[O-])n1,-3%,6%,8%,39%,3.4%,
O=C(NCCCn1ccnc1)c1cccc(S(=O)(=O)Nc2ccccc2F)c1,-6%,-8%,0%,13%,1.4%,
CC(=O)Nc1n[nH]c(-c2ccc(C)cc2)c1C,2%,0%,-1%,-15%,2.6%,
Cc1cc(=O)oc2cc(OCC(=O)N/N=C/c3ccccc3O)ccc12,11%,5%,-10%,18%,0.0%,
N#CCC(=O)Nc1ccccc1C(=O)O,2%,-13%,-2%,·,3.9%,VEEV TC-83 Vero 10K pilot screen=0.9
Cc1ccc(C(=O)c2nccn2C)cc1C,5%,0%,4%,-6%,1.7%,
CC(=O)c1ccc(NC(=O)C(C)NCc2ccc(Cl)cc2)cc1 (stereo unspecified),-9%,5%,-3%,-1%,0.9%,
Cc1ccc(-c2csc(NC(=O)CN3CC(C)OC(C)C3)n2)cc1 (stereo unspecified),3%,-4%,-27%,16%,0.2%,
O=C(Nc1ccccc1C(=O)Nc1nnc(C(F)(F)F)s1)c1ccccc1,?,-21%,-19%,1.3µM*,9.6%,
Cc1ccccc1NC(=O)CCn1c(=O)oc2ccccc21,2%,2%,-13%,-6%,0.4%,VEEV TC-83 Vero 10K pilot screen=0.7
NC(=O)c1cccc2cc3ccccc3cc12,9%,1%,-3%,8%,0.2%,
N/C(=N\N=C\c1cccc([N+](=O)[O-])c1)c1nonc1N,2%,-3%,·,-13%,0.3%,
CCCCCn1c(=O)[nH]c2cc(C(=O)NCCCN3CCC(C)CC3)ccc2c1=O,-9%,-7%,2%,31%,0.6%,VEEV TC-83 Vero 10K pilot screen=0.2
O=C(Nc1ccc(CN2CCOCC2)cc1)c1cccs1,-4%,-1%,1%,-8%,2.6%,
N=c1n(CCOc2ccccc2)c2ccccc2n1CCN1CCOCC1,3%,-1%,3%,12%,0.6%,
COC(=O)c1ccccc1NC(=O)Cc1ccccc1OC,3%,10%,-7%,3%,1.5%,
CCOC(=O)N1CCN(c2c(NCCCN(C)c3ccccc3)c(=O)c2=O)CC1,-1%,6%,0%,·,0.9%,
CCOc1ccc(NS(=O)(=O)c2cc(Cl)ccc2OC)cc1,-3%,-3%,-1%,11%,6.1%,
CCOC(=O)N/N=C(\c1ccccc1)C(O)c1ccccc1 (stereo unspecified),3%,1%,2%,5%,0.2%,
C[C@H](NC(=O)c1nc[nH]c1C(=O)N1CCc2ccccc2C1)c1ccccc1,12%,·,-11%,78%,5.4%,
CC(=O)c1cc(C(=O)Nc2ccc3ccccc3c2)c(C)o1,0%,16%,-2%,-22%,1.7%,
C=CCNC(=O)c1ccc(-c2ccc([N+](=O)[O-])cc2)o1,-2%,3%,-2%,44%,i,
Cc1ccc(C(=O)N2CCN(C3c4cccc5cccc(c45)C3NS(=O)(=O)c3ccccc3)CC2)cc1 (stereo unspecified),-2%,15%,15%,7%,4.5%,
CCCc1cc(=O)oc2cc(OCc3nn[nH]n3)ccc12,-7%,4%,19%,-4%,3.2%,
CCCOC(=O)c1ccc(NC(=O)/C=C/c2cccs2)cc1,?,-4%,-1%,73%,0.7%,
COc1ccc(OC)c(NC(=O)CCCc2ccccc2)c1,-5%,-6%,3%,7%,0.5%,
Cc1cc(C)c2c(C)nn(-c3ccccc3)c2n1,-3%,6%,-7%,1%,1.0%,
COC(=O)CCC(=O)NC(=S)Nc1sc(C)c(C)c1C(N)=O,-1%,2%,-2%,7%,3.0%,

# (more compounds)
SMILES,M. tuberculosis HTS,PhoP GFP inhibition,H1N1 NS1A inhibition,M. tuberculosis,VEEV TC-83 Vero,others
COc1ccccc1N(CC1CO1)S(=O)(=O)c1ccccc1 (stereo unspecified),4%,3%,-6%,-5%,0.3%,
COc1cc(OC)c(NC(=O)CC(=O)Nc2cc(Cl)c(OC)cc2OC)cc1Cl,-1%,2%,-1%,-14%,1.6%,
Cc1cc(/C=C2\SC(=S)NC2=O)c(C)n1-c1ccc(O)cc1,0%,4%,-2%,13%,2.4%,
Cc1cc([N+](=O)[O-])nn1CC(=O)NCc1cccs1,7%,16%,-2%,-29%,1.5%,
CCOC(=O)C1=C(C)NC2(O)c3ccccc3C(=O)C12O (stereo unspecified),2%,-2%,10%,-17%,0.3%,
COc1cc(C(=O)NCCSc2ccc(F)cc2)cc(OC)c1OC,-2%,2%,-2%,-8%,2.3%,
